Screening results from PubChem BioAssay.
KDM5B inh = blocks human KDM5B histone demethylase activity; Q9UGL1; hit rate 2.6% among 220,000; KDM5B demethylase, FDH-coupled NADH fluorescence (FDH is formaldehyde dehydrogenase); Potency, µM (titrated, usually from 57.7 µM), for inactives: at the top dose activity change, negative = inhibition, most hits filed as inhibitors; active means well fitted inhibition curve with a large enough effect; inconclusive means small, poorly fitted or top-dose-only effect; inactive means no such curve, though single readings can be large or run the other way; further: 0% is about no effect; nearly all actives have a fitted effect of over 70% in size
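KDM5BΔAP (200 nM final) in 50 mM HEPES pH 7.5, 0.01% Tween-20 was preincubated 10 min at RT with compound over a concentration range. Substrate mix (H3K4me3 12.5 µM, α-KG 25 µM, Fe²⁺, ascorbate, NAD⁺, FDH) was added, and NADH fluorescence change over 30 min gave dose-response curves.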
Starred values were filed as active, the others as inactive; i = inactive; u = inconclusive; & = joins results of further samples; [ ] = remark or other dose. Potency means the concentration at half of the fitted maximal effect. Some of the compounds tested; the hit share may differ from the screen's.

Sample of the layout (5 entries):
KDM5B inh	SMILES
33%	CN1C(=O)C(CC(=O)Nc2ccc(F)cc2)N(NC(=O)c2cccc(F)c2)C1=S (stereo not given)
6%	COc1cccc(CNC(=O)[C@@H]2C[C@@H](O)CN2C2CCN(C(=O)c3ccc(OC)cc3OC)CC2)c1
u	Cc1ccccc1OCc1ccc(-c2nc(C#N)c(NC3CC3)o2)o1
16%	O=C(Nc1ccc(Cl)cc1)Nc1ccc(Cc2ccncc2)cc1
u	Cc1ccc(NC(=O)Cn2c(=O)nc(-c3ccccc3F)c3cc(Cl)ccc32)c(Br)c1

Results, previewed entries included:
KDM5B inh	SMILES
33%	CN1C(=O)C(CC(=O)Nc2ccc(F)cc2)N(NC(=O)c2cccc(F)c2)C1=S (stereo not given)
6%	COc1cccc(CNC(=O)[C@@H]2C[C@@H](O)CN2C2CCN(C(=O)c3ccc(OC)cc3OC)CC2)c1
u	Cc1ccccc1OCc1ccc(-c2nc(C#N)c(NC3CC3)o2)o1
16%	O=C(Nc1ccc(Cl)cc1)Nc1ccc(Cc2ccncc2)cc1
u	Cc1ccc(NC(=O)Cn2c(=O)nc(-c3ccccc3F)c3cc(Cl)ccc32)c(Br)c1
26%	CCC1(c2ccc(F)cc2)NC(=O)N(CC(=O)NCc2ccc(C)cc2)C1=O (stereo not given)
-5%	COCCn1c(-c2cccc(OC)c2)cnc1NC(=O)NCCc1ccccc1
-16%[115 µM]	Cc1cc(C(=O)NCCCOC(C)C)c2c(C3CCNC3)noc2n1 (stereo not given)
2%	O=C(CN1CCN(Cc2nc3ccsc3c(=O)[nH]2)CC1)NC1CC1
10%	CC(=O)c1cccc(S(=O)(=O)NCc2c(C)nn(Cc3ccccc3)c2C)c1
28µM*	Cc1c(CNC(=O)c2ccc3nc(-c4ccc(F)cc4)cn3c2)cnn1C
18%	Cc1cc(C(=O)CSc2nnc(COc3ccccc3Cl)n2C)c(C)n1CC(F)(F)F
9%	CC(=O)Nc1cccc(NC(=O)c2ccc(COc3ccccc3)cc2)c1
u	CN(C)c1ccc(C(=O)N2CCC(n3cc(-c4nc(-c5ccccc5)no4)nn3)C2)cc1 (stereo not given)
-4%	CSc1ccc(C2c3c(-c4ccccc4O)n[nH]c3C(=O)N2Cc2ccncc2)cc1 (stereo not given)
8%	Fc1cccc(Cl)c1CSc1nc2ncccc2o1
16%	CCOc1cc(C(=O)Nc2c(NC3CCCCC3)c3ccccc3oc2=O)cc(OCC)c1OCC
u	Nc1ccc(/C=C/c2ccccc2)cc1
22µM*	Nc1nc2c(s1)C(c1cccc(F)c1F)CC(=O)N2 (stereo not given)
19%[11.5 µM]	Cc1ccc2oc(C(=O)Nc3sc4c(c3C(=O)NCc3cccnc3)CCCC4)cc(=O)c2c1

Look-ups from the results shown:
For KDM5B inh, Fc1cccc(Cl)c1CSc1nc2ncccc2o1 is listed with 8%
For KDM5B inh, CC(=O)Nc1cccc(NC(=O)c2ccc(COc3ccccc3)cc2)c1 is listed with 9%

(cont.)
KDM5B inh	SMILES
-12%	O=C(CN1CCOCC1)N[C@@H]1CN(Cc2ccccc2)C[C@H]1CO
16%	COC(=O)c1cccc(COC(=O)C2Cc3ccccc3C(=O)O2)c1 (stereo not given)
u	COc1cccc(NC(=O)Cn2nc(N3CCN(c4cccc(Cl)c4)CC3)ccc2=O)c1
-3%	C=CCCC(CN1CCSCC1)Oc1ccc(C#N)cn1 (stereo not given)
7%	COc1ccc(C(=O)N2CCC(n3cc(-c4nc(-c5ccccc5)no4)nn3)CC2)c(C)c1
7%	O=S(=O)(Cc1ccccc1Cl)N1CCc2ccccc21
-29%	CCN1CCN(C(C(=O)O)c2c[nH]c3cc(NC(=O)CCC(=O)O)ccc23)CC1 (stereo not given)
2%	CCN(C(=O)c1csc(-c2ccco2)n1)C1CC1
u	CN1[C@@H](CCC(=O)NCc2cccnc2)CNC(=O)[C@@H]2[C@H]1CCN2Cc1ccc(S(C)(=O)=O)cc1
30%	CN1CCC(N2CC3(CCC2=O)CCN(C(=O)Cn2ccnc2)CC3)C1 (stereo not given)
-2%	CCN(CC)S(=O)(=O)c1cccc(NC(=O)CCNC(=O)c2ccc([N+](=O)[O-])cc2)c1
7%	CCOc1ccc(NS(=O)(=O)c2ccc3[nH]cc(C(=O)NCC4CCCO4)c(=O)c3c2)cc1 (stereo not given)
10%	CN1CCN(c2ccncc2S(=O)(=O)N2CCCCC2)CC1
28µM*	COc1ccc(-c2nc3c(c(-c4ccccc4)n2)CN(C(C)=O)CC3)cc1
u	CCNC(=O)CC1C(=O)N(c2cccc(OC)c2)C(=O)N1Cc1ccc(OC)c(OC)c1 (stereo not given)
18%	CC(C)Cc1nnc(C(=O)Nc2ccc(C(=O)NCCN3CCCCC3C)cc2)s1 (stereo not given)
8%	O=C(C1=NN[C@@H]2C(=O)N(Cc3ccccc3)C(=O)[C@H]12)c1ccc(F)cc1
-26%[86.2 µM]	Cc1ccccc1CN1CCC2(CC1)COCCN2C(=O)OCc1ccccc1
-11%	O=C(c1ccc(=O)[nH]c1)N1CCCC(CCc2cccc(C(F)(F)F)c2)C1 (stereo not given)
14%	COc1ccc(-c2nc(SCC(=O)Nc3ccc4c(c3)OCCO4)c(-c3ccc(F)cc3)[nH]2)cc1
-9%	COc1cc2c(cc1C(C)=O)C1CCC3(C)C(OC(C)=O)CCC3C1CC2 (stereo not given)
6%	NC(=O)c1ccc(COC(=O)c2ccc(Cl)cc2)cc1
u	Nc1nccnc1C(=O)NCc1ccnc(Oc2ccc(F)cc2)c1
7%	O=C(CSc1nnc(Nc2ccccc2)s1)c1ccc(Br)s1
5%	COC(=O)c1sc2cccc(F)c2c1S(=O)(=O)N1CCN(c2cccc(OC)c2)CC1
9%	O=C1NC2(CCCN(C(=O)c3ccc(C(F)(F)F)cc3)C2)Oc2ccccc21 (stereo not given)
u	CCN(CC)CCCNc1oc(-c2cccc(C)c2)nc1C#N
-11%	CCOC(=O)c1cc(NC(=O)c2cccc(-c3cc4ccccc4oc3=O)c2)ccc1N1CCOCC1
1%	Cc1cccc(C(=O)N2CCCCCNC(=O)[C@@H]3CCCC[C@@H]32)c1
-14%	CC(=O)c1ccccc1NC(=O)c1ccccc1-c1ccccc1
9%	O=C(O)C1CCCN1/C=C/C(=O)C(F)(F)F (stereo not given)
u	COc1cccc(CN2CCCCCNC(=O)[C@@H]3CCC[C@@H]32)c1OC
-4%	Cc1ccc(Cl)cc1NC(=O)CSc1ncnc2ccccc12
22%	CCc1cccc(C)c1NC(=O)CN1C(=O)NC2(CCC(C)CC2)C1=O (stereo not given)
-1%	CC(c1ccccc1)N(C)C(=O)COC(=O)c1c[nH]c2ccccc12 (stereo not given)
-13%	COc1ccc(OC)c(CNC(=O)CN2CC3CC(C2)[C@H]2CCCC(=O)N2C3)c1 (stereo not given in full)
1%	CCN(CC)C(=O)N1CCCC(Cc2ncc(C)n2Cc2ccccc2)C1 (stereo not given)
40µM*	COc1cccc(NC(=O)C2(C)CCCc3cnc(N(C)C)nc32)c1 (stereo not given)
u	COc1ccc(Cn2c(=O)c3cccnc3n(Cc3cccc(F)c3)c2=O)cc1
u	Brc1ccc(-c2noc(-c3cc(-c4ccco4)n[nH]3)n2)cc1
-24%	Cc1nc2c(cnn2-c2ccccc2Cl)c(=O)n1-c1ccc(C(C)C)cc1
12%	Brc1ccc(COc2ccc(-n3cnnn3)cc2)cc1
-22%[86.2 µM]	Cc1ccc(C(=O)N[C@H]2CO[C@H]3[C@@H]2OC[C@@H]3n2cc(-c3ccccc3)nn2)cc1
32µM*	O=C1NC2(CCCN([S+](=O)([O-])c3ccsc3)C2)COc2ccccc21 (stereo not given)
5%[86.2 µM]	CC(=O)N1CCN(C(=O)C2(C)CCc3cnc(Nc4ccccc4)nc32)CC1 (stereo not given)
25%	COc1cc(C(=O)N2N=C(C)CC2(O)C(F)(F)F)ccc1OC(F)F (stereo not given)
-26%	Cc1cc(C)c(NC(=O)CSc2ncc(S(=O)(=O)c3ccc(C(C)(C)C)cc3)c(=O)[nH]2)c(C)c1
u	COc1cccc(CNC(=O)CN2C(=O)COc3ccc(S(=O)(=O)N4CCCCC4)cc32)c1
5%	CCc1nc(-c2cc(S(=O)(=O)N3CCN(c4ccccc4)CC3)ccc2OC)no1
9%	CNC(=O)[C@@H]1CN(S(=O)(=O)c2cccc(C#N)c2)C[C@H]1C1CCN(C)CC1

The final three compounds of the section above open the next one:
KDM5B inh	SMILES
u	COc1cccc(CNC(=O)CN2C(=O)COc3ccc(S(=O)(=O)N4CCCCC4)cc32)c1
5%	CCc1nc(-c2cc(S(=O)(=O)N3CCN(c4ccccc4)CC3)ccc2OC)no1
9%	CNC(=O)[C@@H]1CN(S(=O)(=O)c2cccc(C#N)c2)C[C@H]1C1CCN(C)CC1
9%	CC(c1nc2ccccc2s1)N(C)C(=O)c1cccc(S(=O)(=O)Nc2ccccc2F)c1 (stereo not given)
3%[11.5 µM]	CCCCCN1C(C(=O)c2ccccc2)=C(NC(=O)c2ccccc2Cl)c2ccccc2S1(=O)=O
-18%[86.2 µM]	CC(=O)NC1(C)CCN(Cc2ccc(Nc3ccc(N4CCOCC4)c(F)c3)cc2)C1 (stereo not given)
-15%	Cc1c(C(=O)OCc2ccccc2C#N)oc2ccccc12
24%	C=C(Br)COc1ccccc1C(N)=O
-1%	O=C(CC[C@H]1NC(=O)c2ccccc2NC1=O)Nc1nnc(C2CC2)s1
15%[230 µM]	O=Cc1ccccc1-c1ccccn1
-29%[149 µM]	N#Cc1ccc(CN2CC(Oc3ccc(F)c(F)c3)C2)cc1
-7%	CCN(CC)c1ccc(S(=O)(=O)N2CCCCC2)cc1NC(=O)C1CSC2(C)CCC(=O)N12 (stereo not given)
u	COc1cccc(CN2C(=O)C3(SCC(=O)N3c3ccc(C)c(Cl)c3)c3ccccc32)c1 (stereo not given)
-11%	O=C(c1ccc(Br)o1)N1CCCN(c2cc(-c3ccc(F)cc3)[nH]n2)CC1
-4%&-19%	CC(C)(C)OC(=O)N1CCC(c2nnc(SCc3ccccc3F)o2)CC1
-23%	COc1ccc(NC(=O)COCc2cc(-c3ccco3)on2)cc1Cl
-29%	CC(=O)Nc1cccc(NC(=O)CSc2nccn2Cc2ccccc2)c1
u	Cc1cccc(NC(=O)CN2C(=O)COc3ccc(S(=O)(=O)N4CCC(C)CC4)cc32)c1C
15%	O=C(c1ccc(F)c(F)c1)N1CCC[C@H]1c1nc(-c2ccccc2Cl)no1
-18%	COc1cccc(CNC(=O)Cn2c(-c3ccc(F)cc3)nc(C)cc2=O)c1
-22%	COc1ccccc1C(=O)N1CCCCCC1CN1CCOCC1 (stereo not given)
-25%	O=C(CCc1ncc(-c2ccccc2Cl)o1)N1CCN(S(=O)(=O)c2ccccc2)CC1
u	COc1ccc(-c2nn(-c3ccccc3)cc2CN2CCCC(C#N)C2)c(F)c1 (stereo not given)
9%	COCCN(Cc1cnn(C)c1)C(=O)C1CC2(CCNCC2)CN1 (stereo not given)
11%	OCCC#CCN1CCCCC1
13%	CC(=O)Nc1ccc(NC(=O)COC(=O)c2cc(=O)[nH]c3ccccc23)cc1
-37%	CCc1ccc(CN2CCOC(Cc3ccc(OC)cc3)C2)o1 (stereo not given)
i	COc1ccc2oc(=O)c(-c3nc(-c4ccccc4Cl)no3)cc2c1
-2%	O=C(c1ccccc1)N1CCC(Oc2cccc(F)c2)(C(=O)O)CC1
u	CCn1nc(C)c(-c2cc(C(=O)NCC3Cn4cccc4CN3C)no2)c1C (stereo not given)
-12%	CC(C)OC(=O)c1cc(NS(=O)(=O)c2ccc3ccccc3c2)cc(C(=O)OC(C)C)c1
-5%	CCCC(=O)Nc1cccc(NC(=O)c2cccc3c(Br)cccc23)c1
-7%	O=C(CCc1c[nH]c2ccccc12)NC1CCN(C2CC2)CC1
5%	CCCNC(=O)COCc1cc(-c2ccc3c(c2)OCO3)on1
10%	CC(NCc1ccccn1)C12CC3CC(CC(C3)C1)C2 (stereo not given)
u	CN(C)c1cccc(C(=O)N2CCC(c3c[nH]c4ccccc34)(c3c[nH]c4ccccc34)CC2)c1
12%	CCCn1c(C)cnc1C1CCN(C(=O)C2CCCC2)C1 (stereo not given)
9%	COc1ccc(-n2c(=O)c3ccccc3n(Cc3ccc(F)cc3Cl)c2=O)cc1OC
27%	O=C(NC1CC2CCCC(C1)N2C(=O)Nc1cccc(F)c1)C1CC1 (stereo not given)
21%	O=C(CCCC(=O)OCC(=O)c1ccc([N+](=O)[O-])cc1)Nc1cc(C(F)(F)F)ccc1Cl
-2%	COc1ccc(CNC(=O)Cn2c(C)cc3nc4n(c(=O)c32)CCC4)cc1
8%	CC(CCc1ccccc1)NC(=O)C1(C#N)CCCC1 (stereo not given)
12%[86.2 µM]	Cc1noc2c(NCCc3ccccn3)cc(-c3ccc(Cl)cc3)nc12
35µM*	Cc1noc2c(-c3cccnc3N3CCOCC3)cc(-c3ccccc3)nc12
16%	Cc1ccc(-c2nsc(NC(=O)c3oc4ccc(F)cc4c3C)n2)s1
